West Nile antiviral: West Nile virus antiviral activity, cell-based, CPE readout (AID 1621) | hit rate 0.02% among 290,000 | CPE inhibition, % at 10 µM; hits with a dose series show IC50 in µM | West Nile virus-infected cells, CPE inhibition; higher % means a stronger effect; in the data active = a potency from the dose series; inconclusive = CPE inhibition mostly from about 3.7% at the one dose, without a potency; inactive = the rest, 99 in 100 with CPE inhibition below about 2.2%; note: strong numbers were not always called active
WT yeast gro inh: growth inhibition of WT yeast, mitochondrial fusion screen | AID 1362 | hit rate 2.1% among 190,000 | inhibition, % at 10 µM | mitochondrial fusion phenotypic screen, WT strain; in the data active = inhibition above about 58%; tested in S. cerevisiae
Rac1 GTP hydrolysis: MgcRacGAP GTPase-activating activity inhibitors, confirmation, biochemical, ADP Hunter fluorescence | MgcRacGAP-stimulated Rac1 GTP hydrolysis, ADP Hunter fluorescence; higher % means a stronger effect; GST-tagged Rac1 F28L mutant substrate | inhibition, % at 30 µM, or IC50 in µM where a hit was titrated | hit rate 0.6% among 340,000 | AID 624330;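 active = first-screen hits whose inhibition reached a set limit at any dose in the follow-up dose series; inconclusive = inhibition above the set first-screen limit but never retested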;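 note: fluorescence reports GDP produced by GAP-driven GTP hydrolysis; strong numbers were not always called active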
Myeloid diff 2: compounds promoting myeloid differentiation | ER-HoxA9 myeloid progenitors, lysozyme-GFP differentiation, flow cytometry | hit rate 1% among 360,000 | calls only at 10 µM;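 active = normalized GFP-positive differentiation at or above the plate's own cutoff, the solvent-only control mean plus 3 SD; inconclusive = no clear call, values can overlap the other calls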;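 note: cells exposed to compound for four days before flow analysis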
SV40 large T antigen: TAg ATPase/helicase activity blockers – biochemical (AID 1903) | SV40 large T antigen ATPase/helicase inhibition assay; higher % means a stronger effect | inhibition, % at 20 µM, or IC50 in µM where a hit was titrated | hit rate 0.39% among 310,000; in the data active = a potency from the dose series; inconclusive = inhibition mostly from about 32% at the one dose, without a potency; inactive = the rest, 99 in 100 with inhibition below about 32%; note: strong numbers were not always called active
T cell HTS: T cell immune modulators affecting CD8 T cell-vesicle binding. 2C CD8+ T cell-vesicle binding, flow cytometry; hits give low values. calls only at 7 µM. hit rate 0.068% among 330,000;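 active = response, share of CD8 T cells binding vesicles, and their 90th percentile fluorescence all below set limits, cut at about 80% in these data, passing the limit was not always enough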
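Material: murine 2C transgenic CD8+ T lymphocytes / Also added: QL9-peptide-loaded Drosophila micro-vesicles bearing Ld, ICAM-1 and B7-1 / Schedule: binding step 1.5 h, 37 °C, antibody labelling 20 min, ice / Signal: flow cytometry, PE anti-B7-1 (FL2) versus Alexa647 anti-CD8 (FL8), PFA-fixed / Evaluation: percent CD8+ FL2 mean versus row control / Benchmarks: naked versus QL9-loaded vesicles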
RSV CPE inhibition: inhibition of RSV-induced cytopathic effect – HEp-2 cells, primary 10 µM value included (AID 2391); HEp-2 cells, RSV-induced CPE inhibition; higher % means a stronger effect; hit rate 0.13% among 310,000; CPE inhibition, % at 10 µM, or IC50 in µM where a hit was titrated; in the data active = a potency from the dose series; inconclusive = CPE inhibition mostly from about 23% at the one dose, without a potency; inactive = the rest, 99 in 100 with CPE inhibition below about 21%; note: strong numbers were not always called active
Salmonella PhoP GFP: PhoP-dependent GFP reporter repression – Salmonella Typhimurium, primary screen (AID 1863); hit rate 0.16% among 300,000; S. Typhimurium PhoP-regulated promoter GFP reporter, 4 h; higher % means a stronger effect; one-dose inhibition, % at 50 µM; IC50 in µM for titrated hits;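 active = inhibition over 29.93%, a cutoff 3 SD above the screen mean, later confirmed by dose response; inconclusive = inhibition over 29.93% but no dose response follow-up; inactive = inhibition at most 29.93% or unconfirmed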;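 note: 0% = low Mg2+ inducing control and 100% = high Mg2+ repressing control; strong numbers were not always called active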
b-catenin transl: modulators of beta-catenin nuclear translocation. HeLa beta-catenin nuclear translocation, immunofluorescence imaging. nuclear translocation activity, % at 5 µM. hit rate 0.3% among 190,000;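 active = nuclear translocation activity above 50% at 5 µM, with a well cell count of 50 or more; inconclusive = wells under 50 cells across six images, flagged as toxic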;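 note: per-cell ratio of nuclear to cytoplasmic median beta-catenin stain intensity; plate controls were DMSO negative control for no effect and GSK-3 inhibitor IX positive control for full effect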
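Signal – beta-catenin immunofluorescence imaging with DAPI · Test system – human HeLa cell line · Dosing – 5 µM primary single dose, 0.1% DMSO, 0.02–20 µM confirmation series · Measure – % activation, nuclear-to-cytoplasmic median beta-catenin signal ratio per cell · Incubation – 24 h compound exposure at 37°C, 5% CO2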
WT yeast gro inh mutant strain: recorded beside WT yeast gro inh, whose call it bears; inhibition, %; mitochondrial fusion phenotypic screen, mutant strain inhibition
b-catenin transl cell count 5 µM: further read-out of b-catenin transl, marked with its call; cell count; measured here: cell count, cytotoxicity flag
T cell HTS vesicle-bound %: second read-out of T cell HTS, no call of its own (marks repeat the call); double positive events, %; measured here: CD8+ vesicle-bound cell fraction;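 binding gate set so that unloaded-vesicle control wells show 10% double positive cells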
Myeloid diff 2 GFP+ MAC1+ %: recorded beside Myeloid diff 2, whose call it bears; GFP+ MAC1+ double positive, %; measured here: differentiation confirmed by MAC1 staining
An asterisk follows results filed as active; i = inactive; ? = inconclusive; · = not tested or not shown.

SMILES	West Nile antiviral	WT yeast gro inh	WT yeast gro inh mutant strain	Rac1 GTP hydrolysis	Myeloid diff 2	Myeloid diff 2 GFP+ MAC1+ %	SV40 large T antigen	T cell HTS	T cell HTS vesicle-bound %	RSV CPE inhibition	Salmonella PhoP GFP	b-catenin transl	b-catenin transl cell count 5 µM
CN(CC(=O)Nc1ccccc1Cl)CC(=O)Nc1ccccc1[N+](=O)[O-]	-0.8%	-5	-25	9%	i	0.8	15%	i	44	4.6%	-8%	1.9	1037
CCOC(=O)CCc1c(C)c2ccc(OCc3nn[nH]n3)cc2oc1=O	-0.3%	-5	14	6%	i	0.7	8%	i	24	0.6%	-11%	-2.3	974
O=C(O)CCc1ccc(S(=O)(=O)NCCc2ccccc2)cc1	0.8%	2	11	10%	i	0.8	24%	i	22	-0.1%	-7%	-1.7	1381
COc1ccc(S(=O)(=O)NC(CC(=O)N2CCc3ccccc32)c2ccco2)cc1 (centres undefined)	-0.5%	15	9	11%	i	0.4	2%	i	31	3.5%	-13%	·	·
O=C(Nc1c2c(nn1-c1ccc(Cl)cc1)CS(=O)(=O)C2)c1ccc2c(c1)OCO2	-0.4%	-5	6	9%	i	6.0	10%	i	20	·	7%	0.2	1053
COc1ccccc1C(=O)CSc1ccccn1	-0.1%	-7	-9	9%	i	0.5	7%	i	31	0.9%	0%	0.1	1022
CC(=O)Nc1nc(Cn2nnc(-c3ccc4c(c3)OCO4)n2)nc(N(C)C)n1	-0.3%	10	5	3%	i	1.0	1%	i	33	0.0%	3%	1.6	567
O=C(NC1CCCC1)c1cc(-c2ccc(Cl)c(Cl)c2)on1	-1.0%	·	·	1%	i	3.0	2%	i	58	4.2%	10%	·	·
O=C(COC(=O)c1cc([N+](=O)[O-])ccc1N1CCOCC1)Nc1cc(F)ccc1F	·	·	·	9%	i	0.6	14%	i	37	2.5%	12%	·	·
COCCCNC(=O)c1cc(C(=O)c2ccccc2Br)c[nH]1	0.1%	-4	7	10%	i	1.2	12%	i	56	0.7%	-3%	-0.3	1025
COc1ccc(CNC(=O)CN(C(=O)c2cc3sccc3n2C)C2CCCC2)cc1	-0.4%	14	2	10%	i	4.2	-1%	i	19	1.7%	12%	0.4	934
COc1ccc(/C=C/c2c(-c3cccc(C)c3)oc3ccc(-c4ccc5c(c4)OCO5)cc23)cc1	-0.7%	·	·	·	·	·	19%	i	52	0.3%	-2%	·	·
Cn1cccc1CC(=O)N/N=C/c1ccc(C(C)(C)C)cc1	-0.6%	·	·	-4%	i	0.2	12%	i	52	·	-6%	0.6	1313
Cc1cc(-c2n[nH]c(=S)o2)c(C)n1-c1ccccc1	-0.7%	34	20	·	·	·	16%	i	24	5.3%	-11%	0.0	1388
C=CCNCCOc1cccc(Br)c1	0.8%	0	-15	-2%	i	0.3	8%	i	1	-0.6%	11%	-1.3	975
CCCN1C2CCCC1CC(NC(=O)c1ccc(Br)cc1)C2 (centres undefined)	2.4%	·	·	7%	i	0.6	6%	i	46	-0.5%	-7%	·	·
Cc1cc2c(C)nc(N/N=C/c3ccccc3)nc2o1	-1.1%	24	1	3%	i	2.2	11%	i	50	0.5%	8%	-1.6	1139
Cc1ccc(CNC(=O)COC(=O)Cn2nc(C)c([N+](=O)[O-])c2C)cc1	0.1%	1	11	-1%	i	0.3	4%	i	67	1.8%	-3%	-0.7	859
COc1ccc(F)cc1-c1nc(N)nc(N)n1	·	·	·	13%	i	0.8	·	i	41	0.9%	·	·	·
CCCNC(=O)CC(NS(=O)(=O)c1ccc(NC(C)=O)cc1)C(C)C (centres undefined)	0.1%	2	2	0%	i	0.5	3%	i	33	-0.3%	-11%	0.1	1100
Cc1cccc(NC(=O)c2nc[nH]c2C(=O)Nc2cccc(C)c2)c1	0.1%	-5	16	2%	i	0.2	1%	i	43	0.8%	-7%	·	·
CCN1C(=O)/C(=C2/C=Cc3ccccc3N2CC)SC1=S	-1.2%	25	26	5%	i	0.3	-3%	i	70	2.9%	3%	·	·
Cc1ccc(NC(=O)COc2cccc(Oc3ccccc3)c2)cc1S(=O)(=O)N1CCOCC1	·	·	·	4%	i	1.3	·	i	42	2.2%	·	·	·
CCCC(=O)NNC(=O)CC(=O)Nc1ccccc1C(=O)O	0.3%	·	·	8%	i	0.4	9%	i	25	1.9%	-1%	0.8	1351
CSc1nnc(Cn2c(=O)sc3ccccc32)n1-c1ccccc1C	1.0%	10	-1	10%	i	3.6	0%	i	39	8.2%	-5%	·	·
COc1ccc(CC(=O)NNC(=O)[C@@H]2CCCC[C@@H]2C(=O)O)cc1	-0.1%	·	·	10%	i	0.6	-9%	i	8	0.1%	12%	·	·
OC(Cc1nc2ccccc2[nH]1)c1ccccc1Cl (centres undefined)	0.0%	-5	15	9%	i	2.1	2%	i	15	10%	-3%	-2.0	1303
COc1cc(/C=N/n2c(-c3ccc4c(c3)NC(=O)CO4)csc2=Nc2cccc(C)c2)ccc1O	2.3%	30	-12	28%	i	0.2	16%	i	46	?	26%	-1.0	620
CCOC(=O)N1CCN(C(=O)CN(c2cccc(C)c2)S(=O)(=O)c2ccc(C)cc2)CC1	-0.6%	-7	3	14%	i	1.0	1%	i	13	-1.4%	-11%	-5.9	1255
COc1ccc2oc(=O)c(C(C)=O)cc2c1	0.0%	-9	9	-2%	i	0.7	3%	i	20	1.2%	-2%	·	·
COc1ccc(C(=O)N(C)C(C)c2ccon2)cc1OC1CCN(C(C)C)CC1 (centres undefined)	0.4%	·	·	-2%	i	0.7	6%	i	22	2.1%	0%	·	·
Cc1cccc(OCC(=O)Nc2ccc3oc(=O)ccc3c2)c1	0.5%	·	·	10%	i	0.3	11%	i	20	1.5%	-5%	·	·
Cc1cc(-c2nnc(SCC(=O)Nc3nc(-c4ccc(Cl)cc4)cs3)o2)no1	0.4%	·	·	18%	i	0.6	14%	i	34	-1.2%	-1%	0.3	1376
COCCN=C1NC(=O)C(CC(=O)Nc2cccc(Cl)c2C)S1 (centres undefined)	-0.1%	20	2	·	i	0.1	1%	i	43	-0.5%	10%	-4.1	1103
CCOC(=O)C1=C(O)CSC1=Nc1cccc(Cl)c1	0.3%	-24	-8	2%	i	0.7	-2%	i	37	2.4%	4%	1.3	1098
O=C(c1ccco1)N1CCN(CC(O)COc2ccc3oc4ccccc4c3c2)CC1 (centres undefined)	?	30	25	8%	i	8.4	4%	i	23	5.1%	-14%	-1.5	969
Cc1ncc([N+](=O)[O-])n1CCOC(=O)NC(NCc1ccccc1)C(Cl)(Cl)Cl (centres undefined)	-0.1%	21	20	11%	i	0.7	14%	i	57	-0.7%	-3%	0.1	1365
Cc1ccc(NC(=O)Cc2nnc(SCC(=O)Nc3nncs3)n2C)cc1	-0.2%	·	·	6%	i	1.5	-2%	i	22	1.4%	6%	·	·
CCc1nn(CC(=O)NCCCN(C)Cc2ccccc2)c(=O)c2cc3sc(C)cc3n12	-0.4%	·	·	15%	i	1.3	8%	i	45	7.2%	-2%	·	·
Cc1nc2ccc(Nc3ccncc3)cc2s1	0.2%	2	3	16%	i	0.4	1%	i	20	-3.0%	4%	0.0	1018
CCCCC(CC)CNC(=O)c1ncn[nH]1 (centres undefined)	0.6%	-13	-10	5%	i	0.6	9%	i	60	1.2%	-3%	-3.9	1108
O=C(O)CN1C(=O)/C(=C\c2cc(Br)ccc2OCc2ccccc2Cl)SC1=S	0.8%	·	·	·	i	0.4	7%	i	46	10%	5%	·	·
Cc1ccc(NC(=O)COC(=O)/C=C/c2ccccc2)cc1S(=O)(=O)N1CCOCC1	-0.2%	-17	12	2%	i	0.6	3%	i	48	2.6%	-6%	-1.7	1054
O=C(COC(=O)CC1CCCCC1)Nc1c(Cl)cccc1Cl	·	·	·	1%	i	0.8	·	i	23	-0.3%	·	·	·
Cc1nc2cc(S(=O)(=O)N3CCC(C(=O)O)CC3)ccc2n1C1CCCC1	0.4%	15	-1	18%	i	0.9	4%	i	31	1.1%	0%	3.1	1363
CO/C([O-])=N/c1c[n+](-c2ccc(Cl)cc2)no1	-0.2%	-9	3	7%	i	0.9	5%	i	45	3.0%	1%	0.4	1367
COc1c(C)cccc1C(=O)NC(=S)Nc1ccccc1N1CCCC1	-0.6%	·	·	10%	i	1.4	13%	i	68	14%	1%	·	·

Arranged by length of the SMILES (highest first): some entries from above
SMILES	West Nile antiviral	WT yeast gro inh	WT yeast gro inh mutant strain	Rac1 GTP hydrolysis	Myeloid diff 2	Myeloid diff 2 GFP+ MAC1+ %	SV40 large T antigen	T cell HTS	T cell HTS vesicle-bound %	RSV CPE inhibition	Salmonella PhoP GFP	b-catenin transl	b-catenin transl cell count 5 µM
O=C(O)CN1C(=O)/C(=C\c2cc(Br)ccc2OCc2ccccc2Cl)SC1=S	0.8%	·	·	·	i	0.4	7%	i	46	10%	5%	·	·
Cc1nc2cc(S(=O)(=O)N3CCC(C(=O)O)CC3)ccc2n1C1CCCC1	0.4%	15	-1	18%	i	0.9	4%	i	31	1.1%	0%	3.1	1363
COc1c(C)cccc1C(=O)NC(=S)Nc1ccccc1N1CCCC1	-0.6%	·	·	10%	i	1.4	13%	i	68	14%	1%	·	·
CO/C([O-])=N/c1c[n+](-c2ccc(Cl)cc2)no1	-0.2%	-9	3	7%	i	0.9	5%	i	45	3.0%	1%	0.4	1367
O=C(COC(=O)CC1CCCCC1)Nc1c(Cl)cccc1Cl	·	·	·	1%	i	0.8	·	i	23	-0.3%	·	·	·

Bioassay records: PubChem BioAssay, several laboratories
